# MC4R antagonist: MC4R antagonists of cAMP signaling, primary screen, cell-based, TR-FRET, antagonist arm of biased-ligand search; MC4R-expressing cells, MTII-stimulated cAMP, LANCE TR-FRET; 360,000 compounds, 0.48% hits; Melanocortin receptor 4 (Homo sapiens), P32245; inhibition, % at 6.5 µM; AID 540295, 2011;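 active = inhibition above its plate's cutoff, the mean of tested wells on that plate plus 3 SD, cut at about 29% in these data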;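 note: 0% = Melanotan II alone and 100% = Melanotan II plus saturating MCL0020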
#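 Assay system: U2OS-MC4R stable cell line; Also added: Melanotan II; Technique: Eu-cAMP/anti-cAMP TR-FRET, emission 671 nm; Times: 30-min compound, 1-h challenge, 1-h detection, room temperature.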
# MC4R barr agon: MC4R agonists recruiting beta-arrestin, primary screen, cell-based, luminescence, agonist arm of biased-ligand search. Melanocortin receptor 4 (Homo sapiens), P32245. U2OS MC4R beta-arrestin complementation; percent of melanotan II response, DMSO zero. activation, % at 8.9 µM. 360,000 compounds, 0.98% hits. AID 540308, 2011;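 active = activation above a per-plate cutoff, the mean activation of sample wells on that plate plus 3 SD, cut at about 8% in these data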
# N-glyco inh: increase of ERlucT glycosylation luciferase signal, primary screen, N-linked glycosylation inhibitor project, D54 ERlucT cells, luminescence, set 2. 360,000 compounds, 0.23% hits. reporter increase, % at 12.5 µM. D54 ERlucT glycosylation luciferase reporter, 24 h; percent of 100 nM tunicamycin response;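 active = mean luciferase reporter signal, scaled so untreated is 0 and the glycosylation-blocking control 100, at or above a set limit in every replicate; inconclusive = mean reaches the limit but not every replicate does; inactive = mean below the limit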;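 note: luciferase carries N-glycosylation sites so blocking glycosylation raises the light; 0% = median of neutral control wells and 100% = median of 100 nM tunicamycin wells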
# PDI inh: inhibitors of human PDI, primary screen, biochemical, turbidity, single point, plate reader; Protein disulfide-isomerase (Homo sapiens), P07237; PDI insulin aggregation turbidity, A650, 90 min; inhibition, % at 10 µM; 350,000 compounds, 0.052% hits; AID 588391, 2011;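 active = mean inhibition across replicates of 30% or more, whatever share of single replicates reach that level; inconclusive = mean inhibition below 30% while every single replicate reaches 30%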;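 note: absorbance from insulin aggregation driven by PDI reduction with DTT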
# Target sequence (P07237 whole entry, looked up): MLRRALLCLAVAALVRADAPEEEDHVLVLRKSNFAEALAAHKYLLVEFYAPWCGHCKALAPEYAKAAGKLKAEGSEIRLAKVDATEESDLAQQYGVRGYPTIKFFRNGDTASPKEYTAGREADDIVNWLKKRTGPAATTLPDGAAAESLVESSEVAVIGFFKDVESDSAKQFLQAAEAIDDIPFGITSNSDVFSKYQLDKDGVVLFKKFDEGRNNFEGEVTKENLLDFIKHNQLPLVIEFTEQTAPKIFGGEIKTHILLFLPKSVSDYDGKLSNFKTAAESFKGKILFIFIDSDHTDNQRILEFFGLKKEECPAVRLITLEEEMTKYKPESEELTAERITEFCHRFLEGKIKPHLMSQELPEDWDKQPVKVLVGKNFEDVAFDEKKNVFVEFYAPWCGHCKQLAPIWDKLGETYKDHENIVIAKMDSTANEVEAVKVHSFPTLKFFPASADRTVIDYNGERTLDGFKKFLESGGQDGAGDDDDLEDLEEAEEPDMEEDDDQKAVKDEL
# CaV13 ICDI inh: Primary screen for inhibitors of IQ motif and Ca2+-dependent inactivation inhibitor domain binding in CACNA1D, Förster resonance energy transfer in living cells, … | HEK cells, CFP/YFP FRET ICDI-IQ, plate reader, 10 min; percent FRET-ratio fall versus neutral wells | AID 743397 | inhibition, % at 12.3 µM | 340,000 compounds, 0.098% hits;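 active = mean replicate inhibition of at least 30% and at least 1% of replicates passing that level; inconclusive = only one of the two criteria is met; inactive = neither criterion is met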;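 note: 0% = median of the neutral control wells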
# ABCB6 inh 2: ABCB6 transporter inhibitors, primary screen, K562-ABCB6 cells, flow cytometry, MLPCN library; fluorescence ratio to DMSO, % at 10 µM; K562-ABCB6 porphyrin accumulation, 1 h; hits give low values; ATP-binding cassette sub-family B member 6 (Homo sapiens), Q9NP58; 360,000 compounds, 0.19% hits;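 active = fluorescence ratio to DMSO below 75%, the collection mean minus 3 SD; inconclusive = too few cells collected in the well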;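 note: signal is porphyrin accumulated inside mitochondria; 100% equals median channel fluorescence of DMSO control wells; lower ratio means ABCB6 inhibition with less porphyrin fluorescence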
# H9c2 protect: cardioprotection against H2O2-induced cell death, primary screen, uHTS, H9c2 cells, ATPLite luminescence; H9c2 cardiomyocytes, H2O2 injury protection, 2 h; protection from H2O2 cell death, % at 20 µM; 360,000 compounds, 0.63% hits;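 active = compounds giving at least 50% protection of heart cells from peroxide-induced death in the single-dose screen, raw or plate-pattern-corrected value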;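 note: 0% = DMSO wells with peroxide and 100% = DMSO wells without peroxide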
# HTR2A ag: mouse Htr2a agonists via beta-arrestin recruitment, primary screen, cell-based, luminescence. activation, % at 7.6 µM. CHO-K1 mHTR2A beta-arrestin complementation; percent of 30 µM serotonin response. AID 624169, 2012. 360,000 compounds, 0.66% hits;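 active = activation above a run cutoff, the mean activation of all tested compounds plus 3 SD, cut at about 14% in these data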;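 note: 0% = plate median of compound wells and 100% = 30 µM serotonin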
# Target sequence (P35363 whole entry, looked up): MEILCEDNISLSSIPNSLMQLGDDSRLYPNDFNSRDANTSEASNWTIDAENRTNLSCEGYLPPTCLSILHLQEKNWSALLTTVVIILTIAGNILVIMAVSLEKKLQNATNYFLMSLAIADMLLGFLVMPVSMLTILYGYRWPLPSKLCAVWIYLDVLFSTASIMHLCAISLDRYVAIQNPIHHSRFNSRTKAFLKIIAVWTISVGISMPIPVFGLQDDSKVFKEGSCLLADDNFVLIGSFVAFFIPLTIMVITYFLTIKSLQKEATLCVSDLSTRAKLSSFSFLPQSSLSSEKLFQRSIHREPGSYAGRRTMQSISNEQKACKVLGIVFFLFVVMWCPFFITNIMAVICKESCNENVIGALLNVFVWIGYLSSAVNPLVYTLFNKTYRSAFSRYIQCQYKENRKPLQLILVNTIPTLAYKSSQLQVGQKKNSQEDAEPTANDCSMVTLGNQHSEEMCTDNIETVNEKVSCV
# Vif imaging: HIV Vif self-association inhibitors, primary screen, imaging, HEK293T, single point; 340,000 compounds, 0.35% hits; HEK293T cells, Vif self-association by quenched fluorescence, 24 h; AID 602346, 2012; inhibition, % at 7.49 µM; in the data active = inhibition above about 50%, passing the limit was not always enough; inconclusive = no clear call, values can overlap the other calls; inactive = below about 31%; note: some results filed as inactive read as strong as hits
# aDG glyco up: activators of alpha-DG glycosylation, primary screen, uHTS, Pro5-aDG cells, AlphaScreen; AID 624168, 2012; activation, % at 10 µM; alpha-DG glycosylation AlphaScreen (IIH6); 0% Pro5, 100% B10-LARGE cell signal; 360,000 compounds, 0.22% hits;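 active = activation of at least 8% versus controls, or a plate z-score of at least 8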;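 note: Pro5 are CHO cells carrying HIG-tagged alpha-DG that lacks glycosylation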
# * hit, by the source's call; ? = inconclusive; · = not tested or not shown.
# Order of values – PDI inh	HTR2A ag	MC4R antagonist	H9c2 protect	MC4R barr agon	ABCB6 inh 2	N-glyco inh	Vif imaging	aDG glyco up	CaV13 ICDI inh
O=C(/C=C/c1ccco1)Nc1ccc(S(=O)(=O)N2CCOCC2)cc1
→ -1	-4	0	4	-3.8	94	0	-3	-0.1	-2
CCOc1cccc(C=NCCc2ccc(OC)c(OC)c2)c1O
→ -8	0	-2	39	-1.6	100	0	3	-0.2	-22
Cc1cccc(C)c1OCC(=O)Nc1ccc(S(=O)(=O)Nc2ccccn2)cc1
→ -1	-1	5	-1	0.1	94	1	5	-0.2	-2
COc1ccc2cc[nH]c2c1
→ 4	2	4	1	0.1	98	1	1	-0.1	4
O=C(COC(=O)c1ccccc1Br)NC1CCCCCCC1
→ -3	0	13	-3	5.5	95	-2	5	0.2	-10
O=C(Cn1nc(-c2ccccc2Cl)ccc1=O)Nc1ccc(Br)cc1
→ 1	4	14	5	-1.9	95	0	4	0.2	0
O=C(CCCn1c(SCc2cccc([N+](=O)[O-])c2)nc2ccccc2c1=O)NCC1CCCO1 (stereo not drawn)
→ 4	0	1	14	-2.7	94	-6	-4	0.6	0
OCCNCc1ccc(-c2ccccc2)cc1
→ 9	1	3	0	-3.2	98	-1	-1	0.1	-3
CC(C)OC(=O)c1ccc(NC(=O)c2ccccc2)cc1
→ 1	-2	-15	-1	0.4	91	-2	-3	0.5	-6
O=C(Nc1cccnc1)c1cc(-c2ccc(Cl)cc2Cl)on1
→ -2	-6	18	-13	4.7	97	-11	5	-0.1	-5
COCCN(C(=O)COC(=O)C12CC3CC(CC(O)(C3)C1)C2)c1c(N)n(Cc2ccccc2)c(=O)[nH]c1=O
→ 6	6	0	9	0.8	98	1	4	-0.3	-9
COc1cccc(CC(=O)OCC(=O)NC2(C#N)CCCC2)c1
→ 5	7	-1	10	-0.5	100	0	-3	-0.2	-5
O=[N+]([O-])c1ccc(Cl)c(/C=N/n2c(COc3ccccc3)n[nH]c2=S)c1
→ -4	4	3	-11	-0.6	103	7	-6	0.8	-6
COc1ccccc1NC(=O)c1cc(S(=O)(=O)N2CCc3ccccc32)ccc1F
→ -6	4	7	-5	0.2	99	-3	5	0.4	-5
N#C/C(=C(/O)CCl)c1nc2c(s1)CCc1ccccc1-2
→ 19	-8	10	-1	2.3	180	7	?	0.0	-8
COc1cc(-c2ccc(NC(=O)c3ccc(C)cc3)c(OC)c2)ccc1NC(=O)c1ccc(C)cc1
→ -5	-1	3	-2	-0.9	85	-8	-7	0.0	-5
Cc1ncoc1C(=O)N1CCCC(C(=O)c2ccc(Oc3ccccc3)cc2)C1 (stereo not drawn)
→ 4	3	-3	0	2.7	95	1	61*	-0.1	4
CCOc1ccc(NC(=S)N2CCC(c3ccc(C)cc3)C2)cc1 (stereo not drawn)
→ 0	2	-6	-11	-1.0	94	-1	-2	0.2	-5
CCN1CCN(C(=O)NC2CC(=O)N(c3ccc(OC)cc3)C2)CC1 (stereo not drawn)
→ -1	5	10	2	-1.3	100	-1	1	-0.2	-7
N#Cc1cccnc1N1CCN(C(=O)c2[nH]c(C(F)(F)F)nc2-c2ccccc2)CC1
→ ·	2	·	6	·	94	1	·	-0.1	-6

# Next part, starting with the last 4 of the part before.
# Order of values – PDI inh	HTR2A ag	MC4R antagonist	H9c2 protect	MC4R barr agon	ABCB6 inh 2	N-glyco inh	Vif imaging	aDG glyco up	CaV13 ICDI inh
Cc1ncoc1C(=O)N1CCCC(C(=O)c2ccc(Oc3ccccc3)cc2)C1 (stereo not drawn)
→ 4	3	-3	0	2.7	95	1	61*	-0.1	4
CCOc1ccc(NC(=S)N2CCC(c3ccc(C)cc3)C2)cc1 (stereo not drawn)
→ 0	2	-6	-11	-1.0	94	-1	-2	0.2	-5
CCN1CCN(C(=O)NC2CC(=O)N(c3ccc(OC)cc3)C2)CC1 (stereo not drawn)
→ -1	5	10	2	-1.3	100	-1	1	-0.2	-7
N#Cc1cccnc1N1CCN(C(=O)c2[nH]c(C(F)(F)F)nc2-c2ccccc2)CC1
→ ·	2	·	6	·	94	1	·	-0.1	-6
O=C(c1ccccn1)N(Cc1ccco1)C1(C(=O)NC2CCCC2)CCCCC1
→ 4	-1	-4	3	0.6	100	4	-6	0.1	-4
Cc1ccc(C(=O)Nc2ccn(C)n2)cc1
→ 12	5	0	-12	-0.7	88	0	-11	0.1	-3
COc1ccc2[nH]c3c(=O)n(/N=C/[C@H]4C(C)C=C(C)CC4C)c(=O)[nH]c3c2c1 (stereo partly drawn)
→ 8	-5	20	5	8.3*	101	0	-4	0.1	-7
CC(=O)Nc1ccc(NC(=O)CN(C)S(=O)(=O)c2ccc3ccccc3c2)cc1
→ -1	-5	1	-3	-0.9	106	-2	8	0.0	-7
Cc1cc(C)c(C(=O)N2CCCC(CNC(=O)C3(c4ccc(Cl)cc4)CC3)C2)c(=O)[nH]1 (stereo not drawn)
→ 20	1	6	0	-3.0	97	0	2	0.2	1
COc1cc(CN2CCN(c3cccc(C)c3C)CC2)cc([N+](=O)[O-])c1O
→ -2	-4	-10	6	-2.3	100	0	12	0.8	-1
CCCOc1ccc(/C=N\NC(=O)CCc2n[nH]c(=O)[nH]c2=O)cc1OC
→ 3	14	17	3	0.3	104	1	3	0.1	-2
COc1nccc(-c2ccc(F)cc2)c1C#N
→ 0	-7	24	-6	-1.5	103	0	-6	0.1	2
CCC(C(=O)N1CCCC1)n1nc(C)c2c(C)n(-c3ccccc3)nc2c1=O (stereo not drawn)
→ 10	7	11	3	0.9	99	2	-6	-0.1	-2
CN(Cc1nc2ccccc2c(=O)[nH]1)C(=O)c1cccc(S(=O)(=O)N2CCCC2)c1
→ -1	3	6	40	-1.6	100	0	13	0.3	-6
Cc1ccc(-c2csc3ncn(-n4c(C)ccc4C)c(=O)c23)o1
→ 3	5	15	-20	-1.5	98	0	·	0.3	-3
CN(c1ccc(C(=O)NC2CCCC2)cc1)S(=O)(=O)c1ccc(Cl)cc1
→ 4	-5	-2	-3	0.4	104	0	-6	-0.4	-5
COC(=O)[C@]1(C)N[C@H](CN(C)C(C)=O)[C@@H]2C(=O)N(Cc3ccccc3)C(=O)[C@@H]21
→ 0	3	8	-6	-1.9	98	0	11	-0.2	-5
O=C(Nc1nc(-c2ccccc2Cl)cs1)c1cccnc1
→ 10	-2	-5	-4	3.8	96	6	-12	0.3	-8
CC(NC(=O)C1CC(=O)N(c2ccc3c(c2)OCCO3)C1)c1ccccc1 (stereo not drawn)
→ 1	4	4	2	0.9	101	0	·	-0.3	-9
CCOC(=O)C1CCN(c2c(Nc3cc(C)cc(C)c3)c(=O)c2=O)CC1
→ 3	-5	6	-3	-0.6	97	12	-8	0.3	-6
Cc1noc(C)c1C(=O)NNc1cc(Cl)ccc1Cl
→ -6	5	-5	-2	-0.6	92	-2	-4	0.0	-20
CCN(C[C@H]1N[C@@](C)(C(=O)OC)[C@H]2C(=O)N(C)C(=O)[C@@H]12)C(=O)Nc1ccc(F)cc1
→ -11	-5	3	3	0.1	95	2	-5	0.1	-3
C[N+](C)(C)CCNC(=O)c1cc[n+](Cc2ccccc2)c(/C=N/O)c1
→ -5	5	-2	7	0.4	102	1	-9	-0.1	-19
CN1CCc2c(OCC(=O)NC3CCCCC3)cccc2C1=O
→ 9	-1	1	1	-3.1	99	1	-1	0.1	-1
Cc1cccc(NC(=S)NNC(=O)c2ccccc2Br)c1
→ 0	-9	-7	-4	4.0	96	1	1	0.1	-7
Cc1ccc(S(=O)(=O)N(C)CCCC(=O)N2CCN(C=O)CC2)cc1
→ 11	-2	5	-2	2.5	93	2	3	0.1	-6
NS(=O)(=O)c1ccc(CCNC(=O)Cc2c[nH]c3ccccc23)cc1
→ 5	4	2	-2	-1.2	102	4	-9	0.0	-5
CN(Cc1ccccc1NS(=O)(=O)c1ccc2ccccc2c1)C1CCCCC1
→ 1	-7	7	-9	-0.5	95	-4	3	0.2	-8
Cc1ccc2nc(N3CCN(Cc4nnnn4Cc4ccccc4)CC3)c(C#N)cc2c1
→ 0	-6	3	10	-3.1	96	1	·	-0.3	·
CCOC(=O)c1cccc(C(=O)OCC)n1
→ -7	2	19	2	-2.0	90	0	7	-0.1	-3
COc1ccc(C(=O)N2CCCC(CCC(=O)NCc3ccc(F)c(F)c3)C2)cc1F (stereo not drawn)
→ -8	2	16	-7	-0.8	107	0	-10	0.2	-4
CC(=O)Oc1ccc(N2C(=O)C3C4C=CC(CO)(O4)C3C2=O)cc1 (stereo not drawn)
→ -7	-8	-6	-24	-2.1	214	0	·	0.0	-2
CC(NC(=O)CCNS(=O)(=O)c1ccc2c(c1)oc(=O)n2C)c1ccccc1 (stereo not drawn)
→ 6	0	9	4	-0.1	100	1	-6	0.0	-3
O=C(NCCS(=O)(=O)N1CCN(c2ccccc2F)CC1)c1ccco1
→ -12	-1	7	2	1.2	86	1	-3	-0.1	-6
S=C(NCc1ccncc1)Nc1ccc(Br)cc1Cl
→ 3	-8	16	-11	-3.4	102	-2	2	1.1	-1

# Structures above marked active in MC4R barr agon.
structure	PDI inh	HTR2A ag	MC4R antagonist	MC4R barr agon	ABCB6 inh 2	N-glyco inh	Vif imaging	aDG glyco up	CaV13 ICDI inh
COc1ccc2[nH]c3c(=O)n(/N=C/[C@H]4C(C)C=C(C)CC4C)c(=O)[nH]c3c2c1 (stereo partly drawn)	8	-5	20	8.3*	101	0	-4	0.1	-7

# Three entries out of the list, sorted by SMILES length, rising.
# Order of values – PDI inh	HTR2A ag	MC4R antagonist	H9c2 protect	MC4R barr agon	ABCB6 inh 2	N-glyco inh	Vif imaging	aDG glyco up	CaV13 ICDI inh
CN1CCc2c(OCC(=O)NC3CCCCC3)cccc2C1=O
→ 9	-1	1	1	-3.1	99	1	-1	0.1	-1
O=C(Nc1cccnc1)c1cc(-c2ccc(Cl)cc2Cl)on1
→ -2	-6	18	-13	4.7	97	-11	5	-0.1	-5
CC(NC(=O)C1CC(=O)N(c2ccc3c(c2)OCCO3)C1)c1ccccc1 (stereo not drawn)
→ 1	4	4	2	0.9	101	0	·	-0.3	-9

# Screens (PubChem BioAssay)
